# Assay outcomes deposited in PubChem by The Scripps Research Institute Molecular Screening Center.
# CHO parental Ca = ATP-evoked calcium signal inhibitors, parental CHO, primary screen, counter-screen for OX1R antagonist project, cell-based, fluorescence, Fluo-8 calcium dye. parental CHO-K1, ATP-induced calcium, Fluo-8 fluorescence. inhibition, % at 5.6 µM. actives 0.63% (n = 330,000);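 active means inhibition above that plate's mean sample inhibition plus 3 SD, cut at about 26% in these data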;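 further: 0% = ATP-challenged DMSO wells and 100% = DMSO wells without ATP; some compounds past the cut are filed as inactive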
#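 test system = CHO parental line | reagent = ATP stimulus | measured by = intracellular calcium via Fluo-8 no-wash fluorescent dye | control set = ATP and no-ATP DMSO wells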
# OXTR potentiate = human OXTR potentiators, primary screen, fluorescence, CHO-OTR cells, Fluo-8 calcium; Oxytocin receptor (Homo sapiens), P30559; Fluo-8 calcium fluorescence, potentiator mode; 0% = oxytocin EC15, 100% = EC100; activation, % at 3 µM; actives 0.061% (n = 320,000); AID 2445, 2010;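 active means activation above that plate's cutoff, the mean activation of tested compounds plus 3 SD, cut at about 6.6% in these data, passing the limit was not always enough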;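 further: 100% uses oxytocin at 75 nM as the full agonist control; some results filed as inactive read as strong as hits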
# Target sequence (P30559 whole entry, looked up): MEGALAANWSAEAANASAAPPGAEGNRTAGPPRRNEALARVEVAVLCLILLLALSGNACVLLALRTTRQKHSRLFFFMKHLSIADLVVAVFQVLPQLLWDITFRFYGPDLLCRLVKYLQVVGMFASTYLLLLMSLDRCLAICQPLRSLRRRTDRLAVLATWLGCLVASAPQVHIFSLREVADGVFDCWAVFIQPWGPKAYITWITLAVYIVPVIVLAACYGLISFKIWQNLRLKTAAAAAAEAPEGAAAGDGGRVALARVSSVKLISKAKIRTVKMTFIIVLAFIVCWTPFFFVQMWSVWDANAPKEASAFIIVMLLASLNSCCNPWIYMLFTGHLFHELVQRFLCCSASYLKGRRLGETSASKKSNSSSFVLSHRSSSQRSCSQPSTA
#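 test system = CHO-OTR cells, human receptor | compound = single-point 3.0 µM | schedule = 6 min compound pre-incubation at room temperature, 100 s kinetic read | signal = Fluo-8 no-wash calcium dye fluorescence, excitation 470-495 nm, emission 515-575 nm | repeats = single well per compound, singlicate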
# TAAR1 antag = human TAAR1 antagonists, primary screen, Fluo-8 calcium fluorescence, CHO RD-HGA16 cells; antagonist; AID 624466, 2012; Trace amine-associated receptor 1 (Homo sapiens), Q96RJ0; actives 1.5% (n = 360,000); inhibition, % at 3 µM;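 active means inhibition above a per-plate cutoff, the mean inhibition of test compounds on that plate plus 3 SD, cut at about 49% in these data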;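 further: 0% = DMSO plus EC80 beta-PEA response and 100% = DMSO alone without agonist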
# Target sequence (Q96RJ0 whole entry, looked up): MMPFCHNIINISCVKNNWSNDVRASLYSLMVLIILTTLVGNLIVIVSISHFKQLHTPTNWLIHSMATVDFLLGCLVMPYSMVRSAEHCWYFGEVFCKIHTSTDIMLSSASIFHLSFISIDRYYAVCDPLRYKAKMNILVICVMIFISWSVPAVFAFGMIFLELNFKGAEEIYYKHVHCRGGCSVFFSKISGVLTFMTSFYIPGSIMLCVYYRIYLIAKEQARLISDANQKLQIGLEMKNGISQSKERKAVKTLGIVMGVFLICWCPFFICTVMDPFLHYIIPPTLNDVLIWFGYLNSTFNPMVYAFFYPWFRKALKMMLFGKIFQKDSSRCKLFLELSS
#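 Material: CHO RD-HGA16 cells bearing hTAAR1; compound dosing: one-point dosing, 3 µM nominal final; schedule: dye loading 75 min at 37 °C, then 30 min room temperature; measured by: calcium fluorescence with Fluo-8; control set: vehicle and agonist controls; replication: n of 1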
# V1aR counter = agonists of human V1a receptor, primary screen, counter-screen for OXTR agonist project, fluorescence, CHO-V1R cells; AID 2797, 2010; actives 0.25% (n = 320,000); Fluo-8 calcium fluorescence, agonist mode; 0% DMSO, 100% 3 nM vasopressin; Vasopressin V1a receptor (Homo sapiens), P37288; activation, % at 3 µM;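 active means activation above the mean activation of all tested compounds plus 3 SD, per screening run, cut at about 20% in these data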;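 further: signal is peak over basal fluorescence ratio across a 100 second FLIPR read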
# M1 ag = human M1 muscarinic receptor agonists, primary screen, Fluo-8 calcium fluorescence, CHO-K1 cells, HTS; Muscarinic acetylcholine receptor M1 (Homo sapiens), P11229; CHO-K1 hM1, agonist mode; 0% DMSO, 100% acetylcholine EC100; activation, % at 3 µM; actives 0.33% (n = 360,000); AID 588814, 2011;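 active means activation above the run's mean compound activation plus 3 SD, cut at about 16% in these data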;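 further: peak over basal fluorescence ratio within a 140 s kinetic read after compound addition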
# OXTR ag = human OXTR agonists, primary screen, fluorescence, CHO-OTR cells, Fluo-8 calcium | actives 0.32% (n = 320,000) | Oxytocin receptor (Homo sapiens), P30559 | activation, % at 3 µM | Fluo-8 calcium fluorescence; normalized: DMSO 0%, oxytocin 100%;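 active means activation above the mean of all tested compounds plus 3 SD, cutoff set per screening run, cut at about 20% in these data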;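 further: peak over basal fluorescence ratio from a 100 s FLIPR kinetic read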
# CHRM1 antagonist = human M1 muscarinic receptor antagonists, primary screen, CHO-K1 cells, Fluo-8 calcium fluorescence, 1536-well; CHO-K1 hM1, ACh EC80 antagonist; inhibition, % at 3 µM; actives 1.3% (n = 360,000); AID 588852, 2011;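 active means percent inhibition above its own plate's cutoff, namely the mean of that plate's compound wells plus 3 SD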;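 further: peak over basal fluorescence ratio during 140 s after agonist addition; 0% = ACh EC80 plus DMSO and 100% = DMSO alone without agonist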
# M1 PAM = human M1 muscarinic receptor positive allosteric modulators, primary screen, CHO-K1 cells, Fluo-8 calcium fluorescence, 1536-well | CHO-K1 hM1, ACh EC20; 0% = ACh EC20, 100% = maximal ACh | activation, % at 3 µM | actives 0.088% (n = 360,000) | Muscarinic acetylcholine receptor M1 (Homo sapiens), P11229; in the data active means activation above about 19%, passing the limit was not always enough
# TAAR1 ag = human TAAR1 agonists, primary screen, Fluo-8 calcium fluorescence, CHO RD-HGA16 cells; activation, % at 3 µM; Trace amine-associated receptor 1 (Homo sapiens), Q96RJ0; vehicle wells 0%, saturating PEA agonist 100%; actives 0.99% (n = 360,000);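 active means activation above the mean activation of all test compounds in the run plus 3 SD, cut at about 38% in these data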
#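 Signal – calcium-sensitive Fluo-8 signal, excitation 470-495, emission 515-575 nm · System – RD-HGA16 (CHO) cells co-expressing Gα16 and hTAAR1 · Incubation – 17-24 h seeding, 75 min 37 °C dye, 30 min RT · Compound dosing – 3 µM single concentration · Repeats – no replicates (n 1)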
# * marks the source's active call; other numbers are inactive results; nt = no result given.
canonical_smiles	CHO parental Ca	OXTR potentiate	TAAR1 antag	V1aR counter	M1 ag	OXTR ag	CHRM1 antagonist	M1 PAM	TAAR1 ag
CNS(=O)(=O)c1cc(NC(=O)CCCNC(=O)c2ccc(Cl)cc2)ccc1C	-7	-1	10	0.0	-4	-0.2	-9	6	-2
Cn1nc(C(=O)Nc2cccc(C(=O)NC3CC3)c2)c2ccccc2c1=O	-16	1	-4	1.1	-1	0.1	-7	6	1
COCc1ccc(C(=O)N2CCCC(Nc3ccc(C(C)C)cc3)C2)s1 (stereo not drawn)	-12	0	-1	4.0	-1	-0.2	-14	7	-2
COc1ccc(OC)c(NC(=O)CSc2ccc3ccccc3c2)c1	19	-14	15	-0.6	-1	-2.0	-20	1	8
O=C(NCc1ccco1)c1cc(C(=O)C2CCCCC2)c[nH]1	-14	-1	-18	0.9	-4	-0.7	-1	2	7
O=C(Nc1ccccc1C(=O)N1CCN(Cc2ccccc2)CC1)c1ccccn1	-22	-8	26	2.7	-1	-0.6	-26	2	13
COc1cccc(C(=O)NC(=S)Nc2ccc(N(C)C)cc2)c1	-8	10	-35	-0.1	-8	0.2	-3	4	3
COc1ccc(/C=C(\NC(=O)c2ccc(C)cc2)C(=O)N2CCCCC2)cc1	-12	-6	-6	-0.7	-2	-1.1	-4	0	0
c1ccc(-c2nc(-n3ccnc3)nc(-n3ccnc3)n2)cc1	-8	-2	31	-0.2	-2	-1.5	5	-2	14
CCCCN1C(=O)/C(=C2\SC(N3CCCCC3)=NC2=O)c2ccccc21	-35	-1	12	-1.7	-2	-2.0	-8	5	19
COCCN(C(=O)CCC(=O)Nc1cccnc1)C(C(=O)NC1CCCCC1)c1ccccc1 (stereo not drawn)	-18	-4	2	-0.8	-2	-0.3	2	4	6
CCc1nc2c(OCc3ccccc3C(=O)OC)cccn2c1N(C)C(=O)c1cccc(OC)c1	nt	nt	5	nt	-5	nt	-14	10	1
Nc1ccc2nn(-c3ccccc3)nc2c1	nt	nt	12	nt	0	nt	-1	6	-1
Cc1cc(N2CCOCC2)n2nc(C(F)(F)F)c(-c3ccccc3)c2n1	nt	nt	-7	nt	-4	nt	-3	5	0
COc1ccc(-n2c(=S)[nH]c3cc(C(=O)O)ccc3c2=O)cc1	4	-1	14	0.2	-5	1.8	7	-3	3

# 2 compounds drawn at random from the list so far, as already listed:
canonical_smiles	CHO parental Ca	OXTR potentiate	TAAR1 antag	V1aR counter	M1 ag	OXTR ag	CHRM1 antagonist	M1 PAM	TAAR1 ag
Cc1cc(N2CCOCC2)n2nc(C(F)(F)F)c(-c3ccccc3)c2n1	nt	nt	-7	nt	-4	nt	-3	5	0
Cn1nc(C(=O)Nc2cccc(C(=O)NC3CC3)c2)c2ccccc2c1=O	-16	1	-4	1.1	-1	0.1	-7	6	1

# Carrying on:
canonical_smiles	CHO parental Ca	OXTR potentiate	TAAR1 antag	V1aR counter	M1 ag	OXTR ag	CHRM1 antagonist	M1 PAM	TAAR1 ag
Cc1cc(C)nc(-n2nc(C)cc2NC(=O)CNC2CCCCC2)n1	-19	-2	-6	0.8	-4	0.3	-1	0	4
O=c1[nH]c(-c2ccccc2)nnc1-c1ccccc1	-16	-2	-6	0.0	5	0.1	-8	7	1
C=C(C)C(=O)NC1=NN(c2ccccc2)C(=O)C1	-9	3	4	-0.5	-5	0.3	-6	4	1
Cc1ccc(OCC(=O)Nc2cccc(C)n2)c(C)c1	-14	-18	0	-1.0	-3	-2.4	-9	8	7
O=C(C1COc2ccccc2O1)N1CCOCC1 (stereo not drawn)	2	-1	-5	0.1	-3	1.7	1	10	0
c1ccc2c(c1)CCCN2Cc1nnc2n1CCCCC2	-7	-1	7	0.8	-14	-0.5	9	-2	1
COc1ccccc1OCCC(=O)OCC(=O)NCc1ccccc1	-8	-3	2	0.1	1	-0.8	-16	14	1
CCOC(=O)N1N=C(c2ccccc2)CC1(O)C(F)(F)F (stereo not drawn)	-5	-10	-7	-0.8	-4	-0.1	-19	5	5
CC1(C(=O)NCc2ccc3c(c2)OCO3)CCN1C(=O)CCc1ccc(Cl)cc1Cl (stereo not drawn)	nt	nt	7	nt	-1	nt	-10	-2	2
C=C(C)[C@@H]1C2=CC(C(=O)OC)=C(C[C@H](C(=C)C)[C@H]3O[C@H]3C3=C[C@H]1OC3=O)O2	nt	nt	1	nt	3	nt	-4	10	7
COc1ccc(S(=O)(=O)N2CCC(O)(c3ccc4c(c3)OCO4)CC2)cc1	-8	-4	1	4.2	-8	4.1	-12	6	6

# In the list so far, these contain sulfur.
canonical_smiles	CHO parental Ca	OXTR potentiate	TAAR1 antag	V1aR counter	M1 ag	OXTR ag	CHRM1 antagonist	M1 PAM	TAAR1 ag
CNS(=O)(=O)c1cc(NC(=O)CCCNC(=O)c2ccc(Cl)cc2)ccc1C	-7	-1	10	0.0	-4	-0.2	-9	6	-2
COCc1ccc(C(=O)N2CCCC(Nc3ccc(C(C)C)cc3)C2)s1 (stereo not drawn)	-12	0	-1	4.0	-1	-0.2	-14	7	-2
COc1ccc(OC)c(NC(=O)CSc2ccc3ccccc3c2)c1	19	-14	15	-0.6	-1	-2.0	-20	1	8
COc1cccc(C(=O)NC(=S)Nc2ccc(N(C)C)cc2)c1	-8	10	-35	-0.1	-8	0.2	-3	4	3
CCCCN1C(=O)/C(=C2\SC(N3CCCCC3)=NC2=O)c2ccccc21	-35	-1	12	-1.7	-2	-2.0	-8	5	19
COc1ccc(-n2c(=S)[nH]c3cc(C(=O)O)ccc3c2=O)cc1	4	-1	14	0.2	-5	1.8	7	-3	3
COc1ccc(S(=O)(=O)N2CCC(O)(c3ccc4c(c3)OCO4)CC2)cc1	-8	-4	1	4.2	-8	4.1	-12	6	6
